# Source: PubChem (several laboratories)
# CCHFV vOTU inh: CCHFV vOTU protease inhibition | Pep-AMC fluorescence | inhibition, % at 11.5 µM | 370,000 tested, 0.55% active | AID 651958; in the data active = inhibition above about 30%; also: 0% = vehicle wells with enzyme and 100% = no enzyme wells
# PriA SSB inh: blocks PriA binding to SSB C-terminal tail; AlphaScreen SSBct-PriA binding, biotinylated peptide; 430,000 tested, 0.6% active; inhibition, % at 33 µM; in the data active = inhibition mostly above about 37%, no sharp cut-off; inactive = mostly below about 20%;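 also: plate controls were negative control peptide for no effect and reference peptide for full effect; strong numbers were not always called active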
# SARS 3CLpro inh: SARS-CoV 3CLpro protease inhibition; AID 1706; recombinant SARS-CoV 3CLpro, quenched FRET peptide cleavage; 290,000 tested, 0.14% active; inhibition, % at 6 µM; P0C6X7; in the data active = inhibition above about 12%
# BoNT F protease: inhibitors of Botulinum neurotoxin F light chain protease. 360,000 tested, 0.22% active. inhibition, % at 10 µM. Multiplex microsphere protease cleavage assay, flow cytometry; in the data active = inhibition above about 35%, passing the limit was not always enough; inconclusive = no clear call, values can overlap the other calls; also: plate controls were buffer without enzyme for full effect and enzyme alone for no effect
# Anthrax LF prot: blocks Bacillus anthracis lethal factor protease; P15917; multiplex microsphere protease cleavage assay, LF; inhibition, % at 10 µM; 360,000 tested, 0.12% active; also: plate controls were buffer without enzyme for full effect and enzyme alone for no effect
# Target sequence (P15917 whole entry, looked up): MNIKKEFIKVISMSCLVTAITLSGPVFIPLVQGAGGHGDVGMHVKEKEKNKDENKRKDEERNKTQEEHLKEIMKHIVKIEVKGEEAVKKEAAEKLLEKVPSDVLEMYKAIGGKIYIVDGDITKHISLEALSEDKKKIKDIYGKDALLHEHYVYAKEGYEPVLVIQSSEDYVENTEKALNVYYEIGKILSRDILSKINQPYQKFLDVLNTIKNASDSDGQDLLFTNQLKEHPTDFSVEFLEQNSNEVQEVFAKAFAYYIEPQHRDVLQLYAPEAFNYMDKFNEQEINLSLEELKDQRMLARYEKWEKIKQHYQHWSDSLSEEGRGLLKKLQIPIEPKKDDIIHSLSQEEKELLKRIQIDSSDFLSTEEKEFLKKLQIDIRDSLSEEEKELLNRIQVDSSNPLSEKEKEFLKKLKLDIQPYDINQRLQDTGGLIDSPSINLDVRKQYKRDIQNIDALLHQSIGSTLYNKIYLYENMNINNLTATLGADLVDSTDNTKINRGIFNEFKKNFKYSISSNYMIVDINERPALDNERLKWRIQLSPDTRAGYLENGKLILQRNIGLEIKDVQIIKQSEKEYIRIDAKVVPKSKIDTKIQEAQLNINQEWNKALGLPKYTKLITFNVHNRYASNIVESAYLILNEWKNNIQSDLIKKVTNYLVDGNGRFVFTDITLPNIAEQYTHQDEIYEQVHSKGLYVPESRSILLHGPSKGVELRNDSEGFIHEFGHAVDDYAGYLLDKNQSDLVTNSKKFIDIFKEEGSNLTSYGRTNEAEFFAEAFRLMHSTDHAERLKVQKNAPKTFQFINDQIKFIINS
# DUSP3 inh: DUSP3 (human) phosphatase inhibition; recombinant VHR phosphatase, pNPP absorbance; 290,000 tested, 0.52% active; P51452; inhibition, % at 13.3 µM; in the data active = inhibition above about 50%; also: some compounds called inactive have numbers as strong as hits
# MazEF act: increases E. coli MazEF RNase cleavage of RNA. P0AE70. FAM/BHQ RNA-DNA oligo cleavage fluorescence, 5 h. activation, % at 20 µM. 350,000 tested, 0.32% active. AID 504720; in the data active = activation above about 50%
# Rv3671c protease: Rv3671c (M. tuberculosis) protease inhibition; AID 2606; P9WHR9; 320,000 tested, 0.048% active; inhibition, % at 5.96 µM; in the data active = inhibition above about 38%;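 also: extracellular domain of Rv3671c used as enzyme; 0% = enzyme with DMSO and 100% = no enzyme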
# BoNT A protease: blocks Botulinum neurotoxin A light chain protease; multiplex microsphere protease substrate cleavage, flow cytometry; inhibition, % at 10 µM; 360,000 tested, 0.17% active; also: plate controls were buffer without enzyme for full effect and enzyme alone for no effect
# PrPC surface inh: inhibitors of human cell surface prion protein PrPC. TR-FRET read-out. inhibition, % at 13.8 µM. 370,000 tested, 0.43% active; in the data active = inhibition above about 24%; also: 0% = median of the test wells and 100% = reference compound wells
# Active calls of the source: *; i = inactive; ? = inconclusive; . = no result given. Rule as the data show it, unless noted: active = inhibition above about 30%; inconclusive = no clear call, values can overlap the other calls; inactive = below that.
1	Cc1ccc(NC(=O)CS(=O)CC(=O)Nc2ccccc2-c2ccc(C)o2)cc1 (centres undefined)
2	CC1C(=O)Nc2ccccc2N1C(=O)c1ccc(O)cc1 (centres undefined)
3	CCOCCCn1c(SCC(=O)Nc2ccc(NC(C)=O)cc2)nc2ccccc2c1=O
4	Cc1ccccc1NC(=O)CNc1ccccc1N1CCCCC1
5	COc1ccc(Cn2cccc(NC(=O)Nc3ccc(C#N)cc3)c2=O)cc1
6	C[C@H](CO)N1C[C@H](C)[C@@H](CN(C)Cc2ccccc2)Oc2c(NS(=O)(=O)c3cn(C)cn3)cccc2C1=O
screen / no.,1,2,3,4,5,6
CCHFV vOTU inh,3,11,-1,2,-10,-3
PriA SSB inh,-2,-4,-9,4,-13,1
SARS 3CLpro inh,4,4,3,4,-6,.
BoNT F protease,-4,8,-11,-9,-73,-2
Anthrax LF prot,-2,7,-15,-4,1,-7
DUSP3 inh,2,-3,-9,.,22,.
MazEF act,300*,13,11,7,-12,4
Rv3671c protease,7,-9,.,1,5,10
BoNT A protease,-0.8,0.7,-1.7,-0.7,-4.0,0.1
PrPC surface inh,-11,0,7,0,4,11

# Copied from the list.
# entry 5 | Rv3671c protease: 5
# entry 3 | BoNT A protease: -1.7

# Remaining list, next part:
7	CN(/N=C/c1ccc(Cl)cc1)c1ncc(Cl)cc1C(F)(F)F
8	CC1CC(C)CN(S(=O)(=O)N2CCC(C(=O)NCCc3ccccc3)CC2)C1 (centres undefined)
9	COc1ccc(S(=O)(=O)Nc2cccnc2)c(Cl)c1Cl
10	CCOc1cc(C2NCc3ccccc3-n3cccc32)ccc1OC (centres undefined)
11	Cc1ccc(/C=C/c2nc3ccccc3[nH]2)o1
12	O=C(NC1CCCCC1)[C@@H]1CSC2c3ccccc3C(=O)N21 (some centres undefined)
screen / no.,7,8,9,10,11,12
CCHFV vOTU inh,5,12,-14,-1,-17,7
PriA SSB inh,i,-4,-4,7,2,-11
SARS 3CLpro inh,-8,-4,5,-5,-3,0
BoNT F protease,?,12,-3,-16,-6,-8
Anthrax LF prot,-13,0,-8,-12,-3,3
DUSP3 inh,22,-6,-4,13,1,7
MazEF act,-5,31,-2,4,14,4
Rv3671c protease,1,7,-1,-5,6,1
BoNT A protease,-2.6,1.8,0.3,-2.4,2.3,-0.8
PrPC surface inh,10,-12,6,-5,-5,3

13	Cn1nc(CC(=O)Nc2ncc(Br)s2)c2ccccc2c1=O
14	O=C(O)CSc1nccn1-c1cccc(Cl)c1
15	Nc1n[nH]c(N)c1N=Nc1ccc(Cl)cc1
16	O=[N+]([O-])c1cccc(-c2cc(C(F)(F)F)n3nc(-c4ccccc4)cc3n2)c1
17	CN(CC(=O)NCCc1ccc(S(N)(=O)=O)cc1)S(=O)(=O)/C=C/c1ccccc1
18	O=[N+]([O-])c1ccccc1C=NN1CCCCCC1
screen / no.,13,14,15,16,17,18
CCHFV vOTU inh,1,-3,24,11,5,8
PriA SSB inh,-4,-7,32,-5,7,-2
SARS 3CLpro inh,6,0,3,2,-8,.
BoNT F protease,-5,-4,-13,?,-2,-7
Anthrax LF prot,-5,-7,-3,2,-2,-7
DUSP3 inh,22,10,-1,5,22,.
MazEF act,3,-4,9,-9,7,10
Rv3671c protease,7,-5,8,5,-1,.
BoNT A protease,0.6,-0.5,-1.1,?,1.1,-1.1
PrPC surface inh,-1,-2,-12,-3,-2,-1

# The final three entries of the part above are carried over, then new ones follow.
16	O=[N+]([O-])c1cccc(-c2cc(C(F)(F)F)n3nc(-c4ccccc4)cc3n2)c1
17	CN(CC(=O)NCCc1ccc(S(N)(=O)=O)cc1)S(=O)(=O)/C=C/c1ccccc1
18	O=[N+]([O-])c1ccccc1C=NN1CCCCCC1
19	O=C(N/N=C\C1CC=CCC1)c1ccc(Br)o1 (centres undefined)
20	CCCN1C2CCCC1CC(NC(=O)c1ccccc1)C2 (centres undefined)
21	O=C(CN1C(=O)C(=O)c2ccccc21)NC1CCCCC1
22	CCN(Cc1ccccc1)C(=O)c1ccc(C)c(S(=O)(=O)N2CCCCC2)c1
23	Cn1cnnc1SCC(=O)NC1CC1
24	CN1CCN(/N=C2/C(=O)Nc3ccc([N+](=O)[O-])cc32)CC1
screen / no.,16,17,18,19,20,21,22,23,24
CCHFV vOTU inh,11,5,8,11,-8,-4,11,-18,15
PriA SSB inh,-5,7,-2,.,-25,-6,9,3,.
SARS 3CLpro inh,2,-8,.,-4,-1,-4,.,.,-2
BoNT F protease,?,-2,-7,10,5,4,-16,-8,-2
Anthrax LF prot,2,-2,-7,3,6,0,1,-1,-1
DUSP3 inh,5,22,.,5,40,-14,.,.,13
MazEF act,-9,7,10,1,0,9,5,8,-6
Rv3671c protease,5,-1,.,3,-19,-5,-10,2,6
BoNT A protease,?,1.1,-1.1,1.8,1.3,?,0.6,-0.3,-0.1
PrPC surface inh,-3,-2,-1,3,-2,-3,10,1,-9

# Sorted by SMILES length (high to low): 3 of the compounds above.
21	O=C(CN1C(=O)C(=O)c2ccccc21)NC1CCCCC1
20	CCCN1C2CCCC1CC(NC(=O)c1ccccc1)C2 (centres undefined)
19	O=C(N/N=C\C1CC=CCC1)c1ccc(Br)o1 (centres undefined)
screen / no.,21,20,19
CCHFV vOTU inh,-4,-8,11
PriA SSB inh,-6,-25,.
SARS 3CLpro inh,-4,-1,-4
BoNT F protease,4,5,10
Anthrax LF prot,0,6,3
DUSP3 inh,-14,40,5
MazEF act,9,0,1
Rv3671c protease,-5,-19,3
BoNT A protease,?,1.3,1.8
PrPC surface inh,-3,-2,3

# Some of the compounds tested; the hit share may differ from the screen's.
